TDP2 inh = human TDP2 enzyme inhibitors, primary screen, biochemical, epi absorbance, recombinant enzyme | Tyrosyl-DNA phosphodiesterase 2 (Homo sapiens), O95551 | T5PNP hydrolysis, p-nitrophenol absorbance 415 nm | inhibition, % at 12.8 µM | 0.34% of 370,000 active;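 active = inhibition above the mean of all tested compounds plus 3 SD, set per campaign, cut at about 25% in these data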;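 also: 0% = DMSO with enzyme and 100% = buffer with substrate but no TDP2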
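System – recombinant human TDP2 · Quantity – TDP2 enzyme at 120 nM final · Doses – single concentration, 12.8 µM nominal, with 1% DMSO · Incubation – 2 h at 37 °C · Measured by – epi absorbance of p-nitrophenol freed from T5PNP by hydrolysis · Read-out – % inhibition relative to enzyme-containing and enzyme-free wells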
HTRA1 inh = HTRA1 serine protease inhibitors, primary screen, biochemical, fluorescence polarization, HTS; 0.5% of 340,000 active; Q92743; recombinant HTRA1, FP-rhodamine activity-based probe; inhibition, % at 5.96 µM; AID 504803, 2011; in the data active = inhibition above about 36%;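 also: 0% = enzyme with DMSO and 100% = wells lacking enzyme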
ABHD4 inh = ABHD4 inhibitors, primary screen, biochemical, fluorescence polarization, mouse. (Lyso)-N-acylphosphatidylethanolamine lipase (Mus musculus), Q8VD66. purified mABHD4, FP-Rh probe fluorescence polarization. inhibition, % at 8.92 µM. 0.54% of 370,000 active. AID 720543, 2013;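 active = inhibition exceeding the mean over every tested compound plus 3 SD, cut at about 30% in these data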;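 also: 0% = plate median of compound wells and 100% = S159A mutant with DMSO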
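Assay system: wild-type mouse ABHD4 protein; compound: single nominal dose of 8.92 µM, 0.89% DMSO final; schedule: 45 min + 60 min at 25 °C; measured by: FP readout, ex 525 nm / em 598 nm; evaluation: % inhibition of FP-Rh probe binding versus controls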
UHRF1 MBD2 ctr = UHRF1 methylated DNA binding inhibitors, primary screen, counter-screen for MBD2 inhibitor project, biochemical, TR-FRET, human UHRF1, single concentration | E3 ubiquitin-protein ligase UHRF1 (Homo sapiens), Q96T88 | UHRF1 binding to methylated oligo | inhibition, % at 4.4 µM | 0.75% of 370,000 active | AID 687016, 2013; in the data active = inhibition above about 21%;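 also: UHRF1 SRA domain binding a hemimethylated CpG hairpin DNA probe; 0% = median of test compound wells and 100% = reference inhibitor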
PG9 binder = binders of HIV-1 gp120 antibody PG9, primary screen, biochemical, TR-FRET. HIV-1 gp120 / PG9 antibody interaction. TR-FRET gp120-PG9 antibody binding. inhibition, % at 6.7 µM. 0.43% of 360,000 active; in the data active = inhibition above about 8.5%
PRMT1 FP inh = PRMT1 methyltransferase inhibitors, primary screen, biochemical, fluorescence polarization. Protein arginine N-methyltransferase 1 (Homo sapiens), Q99873. recombinant PRMT1, activity-based probe fluorescence polarization. inhibition, % at 2.79 µM. 1.3% of 370,000 active. AID 652257, 2013;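 active = inhibition above about 21% made by adding two undisclosed values, limit read from the data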
Target sequence (Q99873 whole entry, looked up): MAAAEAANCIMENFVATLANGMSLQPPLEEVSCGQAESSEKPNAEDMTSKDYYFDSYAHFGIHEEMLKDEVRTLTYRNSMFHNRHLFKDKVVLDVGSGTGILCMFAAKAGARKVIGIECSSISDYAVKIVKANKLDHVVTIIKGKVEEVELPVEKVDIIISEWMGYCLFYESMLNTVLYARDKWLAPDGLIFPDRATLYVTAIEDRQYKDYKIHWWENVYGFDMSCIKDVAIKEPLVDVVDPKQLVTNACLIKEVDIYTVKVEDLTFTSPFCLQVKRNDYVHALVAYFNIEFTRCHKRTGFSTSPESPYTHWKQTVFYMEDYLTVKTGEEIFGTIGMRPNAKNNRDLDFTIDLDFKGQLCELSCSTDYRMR
Tn7 DDE FP = inhibitors of Tn7 peptide binding to fibrin DD(E), primary screen, biochemical, fluorescence polarization, human fibrin, Tn7 probe | inhibition, % at 8.3 µM | Fibrinogen beta chain (Homo sapiens), P02675 | FP displacement of FITC-Tn7 peptide from fibrin DD(E); 0% = median of compound wells per plate | AID 720508, 2013 | 0.13% of 370,000 active;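 active = inhibition above the mean of compounds falling within the control limits plus 3 SD of them, cut at about 14% in these data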;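 also: 0% = plate median of compound wells and 100% = 10 µM Aha-Tn7 peptide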
Target sequence (P02675 whole entry, looked up): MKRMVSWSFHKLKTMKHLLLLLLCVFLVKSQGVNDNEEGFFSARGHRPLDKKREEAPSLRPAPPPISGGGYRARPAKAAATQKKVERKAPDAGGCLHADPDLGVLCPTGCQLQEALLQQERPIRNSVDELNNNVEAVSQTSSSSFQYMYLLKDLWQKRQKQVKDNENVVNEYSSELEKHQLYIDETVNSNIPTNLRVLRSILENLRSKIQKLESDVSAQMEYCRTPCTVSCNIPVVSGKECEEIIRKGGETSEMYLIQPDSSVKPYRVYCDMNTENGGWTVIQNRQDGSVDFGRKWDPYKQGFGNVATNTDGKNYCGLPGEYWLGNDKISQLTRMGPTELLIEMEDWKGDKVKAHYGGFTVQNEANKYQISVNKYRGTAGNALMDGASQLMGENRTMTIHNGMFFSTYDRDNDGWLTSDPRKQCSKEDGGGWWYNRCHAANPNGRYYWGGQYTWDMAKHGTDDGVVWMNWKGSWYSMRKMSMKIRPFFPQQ
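Assay system: Fibrin-DD(E) protein isolated from polymerized human fibrin clots; read-out basis: percent inhibition; medium: Tris/NaCl/CaCl2 buffer, pH 7.8; signal: FP measurement; incubation: 10 min plus 3 h, room temperature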
TCR-CD3 inh = inhibitors of human TCR-CD3 interaction, primary screen, biochemical, fluorescence, TAMRA-labeled TCR probe | T-cell receptor (TCR) | AID 651800, 2012 | inhibition, % at 9.4 µM | 0.37% of 360,000 active; in the data active = inhibition above about 19%;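 also: recombinant mutant TCR 2C K166C tagged with TAMRA read by polarization; 0% = receptor in buffer alone and 100% = receptor with positive control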
SIAE inh = human SIAE inhibitors, primary screen, biochemical, fluorescence polarization, FP-Rh probe, 1536-well HTS. Sialate O-acetylesterase (Homo sapiens), Q9HAT2. SIAE FP-Rh probe binding. 0.69% of 370,000 active. inhibition, % at 9.66 µM;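 active = inhibition above a cutoff: mean of compounds within the control limits plus 3 SD of those, cut at about 17% in these data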;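 also: 0% = plate median of compound wells and 100% = probe without SIAE protein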
LEDGF integ inh = blockers of LEDGF/p75-dependent integrase strand transfer – biochemical, TR-FRET, high throughput, primary screen; TR-FRET IN-LEDGF/p75 DNA integration, Eu/Cy5; inhibition, % at 3.7 µM; 0.64% of 370,000 active; AID 743269, 2014;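 active = inhibition above the screen-wide mean plus 3 SD, cut at about 13% in these data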;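 also: signal is the Cy5 over europium emission ratio at 671 and 618 nm; 0% = plate median of compound wells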
Starred values were filed as active, the others as inactive; . = no result given.

SMILES,PRMT1 FP inh,SIAE inh,TDP2 inh,HTRA1 inh,Tn7 DDE FP,TCR-CD3 inh,LEDGF integ inh,PG9 binder,UHRF1 MBD2 ctr,ABHD4 inh
O=C(Nc1cccc(Cl)c1)N1CCSc2cc(Cl)ccc21,1,-2,-1,-12,-2,2,-2,0.8,-2,-1
COC(=O)c1ccc(NC(=O)c2cc[n+](Cc3ccccc3)cc2)cc1,1,0,10,4,0,0,-2,-2.1,1,1
COc1ccc(/C=C2\CN(Cc3ccccc3)C/C(=C\c3ccc(OC)c(O)c3)C2=O)cc1O,-1,10,10,22,5,-2,0,-1.5,-3,5
CCOC(=O)c1ccc(NC(=O)NNS(=O)(=O)c2cc(OC)ccc2OC)cc1,6,-5,1,-2,4,-7,-2,-1.7,1,-14
NCCCC[C@H]1CNC(=O)C(=O)N1CCCCC1CCCCC1,2,4,6,7,6,0,2,1.3,2,4
N#C/C(=C\c1c[nH]c2ccccc12)C(=O)Nc1ncc(Cc2ccc(Cl)cc2Cl)s1,-2,-21,-1,-26,3,-2,7,-2.0,0,-19
CCOC(=O)CCN,4,-10,-8,9,-4,-1,0,-1.2,6,-16
O=C(CC1NC(=O)NC1=O)NC1(C(=O)NC2CCCCC2)CCCCC1 (centres undefined),-2,-3,7,3,6,4,-1,-0.7,0,-2
Cc1c(C)n(CCc2ccccc2)c2ncnc(NN)c12,-4,1,18,0,0,-5,-2,-2.7,-4,3
CCCNC(=O)c1c(N)n(-c2ccc(S(N)(=O)=O)cc2)c2nc3ccccc3nc12,2,-17,-8,-5,-3,-2,-1,2.8,-4,-16
Cc1cccc(NC2CNC(=O)NC2=O)c1 (centres undefined),1,8,2,-5,-8,-2,-2,-1.0,0,0
CC1CCC2(CC1)NC(=O)N(CC(=O)NCc1cccs1)C2=O (centres undefined),-1,0,7,8,-1,-7,-1,0.4,-3,0
COc1cc(C2CC(c3cccnc3)=NN2c2ccc(F)cc2)cc(OC)c1OC (centres undefined),-1,8,-2,-7,-1,5,2,-0.8,2,9
N/C(=N\OC(=O)CSc1ccccc1)c1ccc([N+](=O)[O-])cc1,2,-2,-7,2,-1,0,-8,-1.9,4,-4
CCSc1nnc(C)c2ccccc12,0,3,13,0,1,-4,-3,2.4,0,-2
CCOc1ccc(-c2[nH]ncc2-c2ccc(Cl)cc2)c(O)c1,0,0,9,-14,-8,2,-2,0.4,-4,-16
O=[N+]([O-])c1ccc(/C=N/NC(=S)Nc2ccccc2C(F)(F)F)o1,9,5,14,4,-1,3,2,-0.5,-8,16
Cc1ccc(-c2nnn(CC(=O)N(CC(=O)NC3CCCC3)c3ccc(F)c(Cl)c3)n2)o1,0,-12,-4,-7,-2,2,0,0.3,1,7
Cc1cc(CSc2ccccc2)ccc1NC(=O)c1ccc(Br)cc1,2,-2,1,0,7,0,0,-1.3,33*,2
CCOC(=O)c1c(NC(=O)CSc2n[nH]c(N)n2)sc(CC)c1C,3,-4,1,-18,0,3,2,1.0,0,-8
CSc1ccc(CN(C)C(=O)CN2C(=O)NC3(CCCC3)C2=O)cc1,5,-7,-11,4,7,-16,-5,-0.1,4,-12
COc1cc(C2C3=C(CCCC3=O)Nc3[nH]n(-c4ccccc4)c(=O)c32)cc(OC)c1OC (centres undefined),1,7,2,6,-1,10,1,-6.6,-5,7
O=S1(=O)CCSC[C@@H](CN2CCOCC2)N1,1,6,-6,.,-3,-2,1,0.3,-2,3
CCCN1C(=O)C(NC(C)=O)c2ccccc21 (centres undefined),6,-11,2,6,-7,0,2,0.3,7,-9
COc1ccc(S(=O)(=O)N2CCCCC2)cc1NC(=O)Cn1cnc2ccccc2c1=O,-2,-8,-2,0,-3,0,0,-0.1,2,1
CC(Sc1nnc(-c2ccc(Cl)cc2)n1C)C(N)=O (centres undefined),3,-3,-11,0,-4,1,0,-1.3,3,3
O=C(NCCc1cccc(Cl)c1)c1cccc([N+](=O)[O-])c1,1,4,-1,-4,-3,-1,1,-1.8,0,0
CC(C)NC(=O)CC(=O)N/N=C/c1ccc(F)cc1,-1,2,-23,5,-6,6,1,-1.4,0,0
CCOC(=O)C1CCN(S(=O)(=O)c2ccc3[nH]c(=O)oc3c2)CC1,-6,-1,-13,0,-5,-1,3,0.1,-3,-1
O=C(CCN1C(=O)C2C3CCC(C3)C2C1=O)Nc1ccc([N+](=O)[O-])cc1 (centres undefined),3,-2,7,2,3,2,0,1.6,2,-1

The final 3 entries of the part above are carried over, then new ones follow.
SMILES,PRMT1 FP inh,SIAE inh,TDP2 inh,HTRA1 inh,Tn7 DDE FP,TCR-CD3 inh,LEDGF integ inh,PG9 binder,UHRF1 MBD2 ctr,ABHD4 inh
CC(C)NC(=O)CC(=O)N/N=C/c1ccc(F)cc1,-1,2,-23,5,-6,6,1,-1.4,0,0
CCOC(=O)C1CCN(S(=O)(=O)c2ccc3[nH]c(=O)oc3c2)CC1,-6,-1,-13,0,-5,-1,3,0.1,-3,-1
O=C(CCN1C(=O)C2C3CCC(C3)C2C1=O)Nc1ccc([N+](=O)[O-])cc1 (centres undefined),3,-2,7,2,3,2,0,1.6,2,-1
COc1ccc(CN2CCC2(C)C(=O)Nc2cnc3ccccc3c2)c2ccccc12 (centres undefined),2,-7,3,.,3,-5,1,-1.3,-1,-9
CCOC(=O)C1CCN(C(=O)COC(=O)C23CC4CC(CC(C4)C2)C3)CC1,2,-9,4,-3,-8,-9,-2,1.0,0,5
CCNc1nc(NCC)nc(OCCNS(=O)(=O)c2cc(C)ccc2C)n1,1,1,-9,3,1,-2,6,0.7,6,-17
COc1ccc(NC(=O)CSc2nc3ccccc3c(=O)n2CCCN2CCOCC2)c(OC)c1,1,2,9,0,-2,-6,0,-1.2,1,8
Cn1nnc(NC(=S)NC(=O)c2cccc3ccccc23)n1,-1,1,-7,0,-9,0,2,-0.1,1,-2
O=S(=O)(NCCSc1nc2ccccc2o1)c1ccccc1,0,-3,-5,-2,-3,3,-2,-3.4,2,-8
COC(=O)CNc1nc(Cl)nc(N2CCC(C)CC2)n1,1,-4,0,-1,7,0,-6,-0.1,1,5
CN(C)/C=C/C(=O)c1cnc2n(c1=O)CCS2,3,-9,2,4,4,2,-1,-0.4,-2,0
CCOc1ccc(CCNC(=O)CSc2cc(=O)n(C)c3ccccc23)cc1OCC,-1,8,-8,7,0,-1,-3,-2.7,1,7
COC(=O)NCCOC(=O)N(O)c1ccc(Br)cc1,-3,8,-3,1,1,1,-3,1.0,-1,-8
Cc1ccc(S(=O)(=O)N2CCN(C(=O)CCCOc3ccc(Cl)cc3C)CC2)cc1,2,3,-12,-41,-1,-10,-7,-0.2,2,-6
S=C(Nc1ccc2nc(-c3ccccn3)c(-c3ccccn3)nc2c1)N1CCCCCC1,15,-5,7,-9,-1,-7,-3,-2.3,0,7
COc1cccc(C(C)(O)c2nc(-c3ccoc3)cs2)c1 (centres undefined),2,-2,3,.,-7,-2,4,1.0,-2,0
Cc1cc(C)nc(SC2CCCCC2O)n1 (centres undefined),3,0,6,6,4,2,-1,-0.9,2,3
COc1ccc(-c2csc(-c3ccc(O)cc3)n2)cc1,-2,-5,1,-15,-3,-1,0,0.2,-1,-15
COc1ccc(S(=O)(=O)N2CCOCC2)cc1C(=O)NC1CCCCCC1,-1,-11,-19,4,0,2,4,-2.4,1,-7
Nc1nc(N2CCN(C/C=C/c3ccccc3)CC2)nc2ccccc12,0,-5,-2,4,4,1,-1,0.8,-2,-1
CC1(c2ccccc2)NC(=O)N(CC(=O)Nc2ccc([N+](=O)[O-])cc2)C1=O (centres undefined),6,0,-12,-1,0,-4,-8,0.6,-1,-2
COc1ccccc1CC(=O)N1CCN(c2cccc(Cl)c2)CC1,0,-3,2,-1,5,-7,-1,-0.8,-1,-2
C=CCC(O)c1c(-c2ccccc2)nn(C)c1Cl (centres undefined),-3,1,-4,1,-12,2,2,-1.7,-2,-3
Cc1cccc(-n2c(=O)c3c4c(sc3n3c(=S)[nH]nc23)CCC4)c1,2,3,3,.,-1,6,1,1.5,2,0
C/C(=N\NC(=O)Cn1ccc(C(F)(F)F)n1)c1ccco1,2,10,-3,3,5,2,-2,-2.2,0,-2

Compound activity: PubChem, The Scripps Research Institute Molecular Screening Center
